# Screening results (PubChem BioAssay)
# TDP2 inh = human TDP2 enzyme inhibitors, primary screen, biochemical, epi absorbance, recombinant enzyme. Tyrosyl-DNA phosphodiesterase 2 (Homo sapiens), O95551. T5PNP hydrolysis, p-nitrophenol absorbance 415 nm. inhibition, % at 12.8 µM. 370,000 tested, 0.34% active. AID 720702, 2013;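 active = inhibition above the mean of all tested compounds plus 3 SD, set per campaign, cut at about 25% in these data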;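 note: 0% = DMSO with enzyme and 100% = buffer with substrate but no TDP2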
#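 System: recombinant human TDP2 / Amount: 120 nM TDP2 per well / Also added: 5 mM T5PNP chromogenic substrate / Doses: 12.8 µM single point, 1% DMSO / Incubation: 2 h at 37 °C / Detection: p-Nitrophenol epi absorbance / Evaluation: % inhibition relative to enzyme-containing and enzyme-free wells / Repeats: singlicate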
# TCR-CD3 inh = inhibitors of human TCR-CD3 interaction, primary screen, biochemical, fluorescence, TAMRA-labeled TCR probe; inhibition, % at 9.4 µM; AID 651800, 2012; 360,000 tested, 0.37% active; in the data active = inhibition above about 19%;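 note: recombinant mutant TCR 2C K166C tagged with TAMRA read by polarization; 0% = receptor in buffer alone and 100% = receptor with positive control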
# mABHD4 FP = ABHD4 inhibitors, primary screen, biochemical, fluorescence polarization, mouse. (Lyso)-N-acylphosphatidylethanolamine lipase (Mus musculus), Q8VD66. purified mABHD4, FP-Rh probe fluorescence polarization. inhibition, % at 8.92 µM. 370,000 tested, 0.54% active. AID 720543, 2013;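 active = inhibition exceeding the mean over every tested compound plus 3 SD, cut at about 30% in these data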;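 note: 0% = plate median of compound wells and 100% = S159A mutant with DMSO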
#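 Test system: mouse ABHD4 enzyme, wild type. Reagent: FP-Rh fluorescent activity-based probe, added after compound pre-incubation. Timing: pre-incubation 45 min, probe exposure 60 min, at 25 °C. Technique: FP readout, ex 525 nm / em 598 nm. Benchmarks: high control S159A mutant with DMSO, low control median of compound wells.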
# PRMT1 inh = PRMT1 methyltransferase inhibitors, primary screen, biochemical, fluorescence polarization; Protein arginine N-methyltransferase 1 (Homo sapiens), Q99873; recombinant PRMT1, activity-based probe fluorescence polarization; inhibition, % at 2.79 µM; 370,000 tested, 1.3% active; AID 652257, 2013;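 active = inhibition above about 21% made by adding two undisclosed values, limit read from the data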
# SIAE primary = human SIAE inhibitors, primary screen, biochemical, fluorescence polarization, FP-Rh probe, 1536-well HTS. SIAE FP-Rh probe binding. inhibition, % at 9.66 µM. 370,000 tested, 0.69% active. AID 1053197, 2014. Sialate O-acetylesterase (Homo sapiens), Q9HAT2;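 active = inhibition above a cutoff: mean of compounds within the control limits plus 3 SD of those, cut at about 17% in these data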;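 note: 0% = plate median of compound wells and 100% = probe without SIAE protein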
# Target sequence (Q9HAT2 whole entry, looked up): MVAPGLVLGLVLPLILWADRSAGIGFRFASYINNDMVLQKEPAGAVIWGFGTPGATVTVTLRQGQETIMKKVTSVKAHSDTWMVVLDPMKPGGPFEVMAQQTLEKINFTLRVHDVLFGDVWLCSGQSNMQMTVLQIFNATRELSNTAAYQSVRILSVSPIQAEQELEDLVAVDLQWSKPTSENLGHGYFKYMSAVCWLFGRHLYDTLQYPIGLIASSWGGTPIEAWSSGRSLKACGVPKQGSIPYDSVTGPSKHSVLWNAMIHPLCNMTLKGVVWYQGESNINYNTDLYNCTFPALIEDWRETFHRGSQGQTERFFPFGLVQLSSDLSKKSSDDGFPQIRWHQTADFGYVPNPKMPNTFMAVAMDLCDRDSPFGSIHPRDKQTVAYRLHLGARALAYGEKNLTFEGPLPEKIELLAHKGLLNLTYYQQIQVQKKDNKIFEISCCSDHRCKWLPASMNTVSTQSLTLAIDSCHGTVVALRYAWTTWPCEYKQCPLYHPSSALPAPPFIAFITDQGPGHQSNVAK
# Rev-erbA mod = modulators of Rev-erb alpha DNA binding, primary screen, biochemical, FITC-DNA, fluorescence polarization, uHTS; AID 1259318, 2017; activity, % at 10 µM; Rev-erbα–FITC-DNA binding, 90 min; Nuclear receptor subfamily 1 group D member 1 (Homo sapiens), P20393; 370,000 tested, 0.79% active;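 active = activity above about 14%, limit read from the data; passing the limit was not always enough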;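 note: 0% = DMSO wells with 35 nM protein and 100% = DMSO wells with 750 nM protein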
# Target sequence (P20393 whole entry, looked up): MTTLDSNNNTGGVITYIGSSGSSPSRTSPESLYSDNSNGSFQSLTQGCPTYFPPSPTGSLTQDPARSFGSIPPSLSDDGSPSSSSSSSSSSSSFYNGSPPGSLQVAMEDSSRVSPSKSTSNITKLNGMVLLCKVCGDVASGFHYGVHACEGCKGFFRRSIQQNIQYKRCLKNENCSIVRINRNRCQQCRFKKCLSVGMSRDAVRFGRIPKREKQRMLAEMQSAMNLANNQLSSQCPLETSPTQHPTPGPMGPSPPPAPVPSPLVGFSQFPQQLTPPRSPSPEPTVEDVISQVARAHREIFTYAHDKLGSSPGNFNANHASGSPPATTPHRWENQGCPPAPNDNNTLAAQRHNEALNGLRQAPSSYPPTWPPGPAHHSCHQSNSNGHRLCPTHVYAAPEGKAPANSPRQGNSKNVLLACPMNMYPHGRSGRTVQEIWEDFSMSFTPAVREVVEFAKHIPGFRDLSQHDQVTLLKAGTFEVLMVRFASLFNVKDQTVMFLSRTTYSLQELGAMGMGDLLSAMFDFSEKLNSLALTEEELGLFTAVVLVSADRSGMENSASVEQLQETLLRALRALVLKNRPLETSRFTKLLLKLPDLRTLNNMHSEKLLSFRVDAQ
# rCAG RNA binder = binders of r(CAG) RNA repeats, primary screen, biochemical, fluorescence; r(CAG) RNA repeat, TO-PRO-1 dye displacement fluorescence; inhibition, % at 3 µM; 370,000 tested, 1.3% active;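 active = inhibition above the plate cutoff, the mean of all test compounds on that plate plus 3 SD, cut at about 35% in these data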;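 note: 0% = DMSO alone and 100% = 100 µM mitoxantrone as full dye displacement; higher means more dye released from RNA so lower well fluorescence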
# HTRA1 inh = HTRA1 serine protease inhibitors, primary screen, biochemical, fluorescence polarization, HTS | AID 504803, 2011 | inhibition, % at 5.96 µM | 340,000 tested, 0.5% active | recombinant HTRA1, FP-rhodamine activity-based probe | Q92743; in the data active = inhibition above about 36%;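 note: 0% = enzyme with DMSO and 100% = wells lacking enzyme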
# LEDGF integ inh = blockers of LEDGF/p75-dependent integrase strand transfer – biochemical, TR-FRET, high throughput, primary screen | inhibition, % at 3.7 µM | HIV-1 integrase (with human LEDGF/p75) | 370,000 tested, 0.64% active | TR-FRET IN-LEDGF/p75 DNA integration, Eu/Cy5;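 active = inhibition above the screen-wide mean plus 3 SD, cut at about 13% in these data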;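 note: signal is the Cy5 over europium emission ratio at 671 and 618 nm; 0% = plate median of compound wells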
# PG9 binder = binders of HIV-1 gp120 antibody PG9, primary screen, biochemical, TR-FRET. HIV-1 gp120 / PG9 antibody interaction. TR-FRET gp120-PG9 antibody binding. 360,000 tested, 0.43% active. inhibition, % at 6.7 µM; in the data active = inhibition above about 8.5%
# The depositor's hits bear a star; nt = no result given. Only part of the results is shown (hit frequency here may not be typical).
1) CCn1c(SCC(=O)N/N=C/c2c[nH]c3ccccc23)nnc1-c1ccc(Cl)cc1
2) CCCCn1c(N)c(N(CCOC)C(=O)c2cc(S(=O)(=O)N3CCCCC3)ccc2Cl)c(=O)[nH]c1=O
3) O=C(C[n+]1cc(-c2ccc(F)cc2)n2c1CCC2)OCc1ccccc1
4) COc1cc(C)ccc1OCCCOc1cc(C)ccc1Cl
5) O=C(COc1ccccc1/C=C1\SC(=S)NC1=O)Nc1ccc(F)cc1
6) CCCN(CCC)C(=O)c1ccc2c(c1)N(CC)C(=O)c1ccccc1S2(=O)=O
7) CCOc1ccc(CC(=O)N/N=C/c2sccc2C)cc1
8) COC(=O)c1ccc2nc(-c3ccc(F)cc3)c(Cc3ccsc3)n2c1
Assay by compound,1,2,3,4,5,6,7,8
TDP2 inh,-5,-1,-2,6,-4,12,-9,-7
TCR-CD3 inh,8,1,-3,10,-3,-5,4,2
mABHD4 FP,3,-6,-3,-2,-22,0,-1,-1
PRMT1 inh,-1,-3,1,-2,5,-1,-3,-1
SIAE primary,6,-4,2,0,-9,-6,3,-1
Rev-erbA mod,2,-5,1,1,-4,8,5,-5
rCAG RNA binder,13,0,-4,-3,39*,-1,-4,11
HTRA1 inh,2,1,2,-14,-30,0,-8,nt
LEDGF integ inh,-1,1,-4,3,-2,-4,3,4
PG9 binder,-1.3,0.2,2.5,0.3,-2.4,-0.4,-2.1,1.2

9) CCCCC(CC)COP(=O)(OCC(CC)CCCC)OCC(CC)CCCC (configuration not stated)
10) O=C1SCCN1N=Cc1ccc([N+](=O)[O-])o1
11) CCNS(=O)(=O)c1ccc(C)c(-n2cnnn2)c1C
12) O=C(CNC(=S)N(Cc1ccccc1)Cc1ccccc1F)NCc1ccc(Cl)cc1
13) COc1ccc(C(F)(F)F)cc1N/C=C\c1nnnn1-c1ccc(C)cc1
14) COc1ccc(O)c(CN2CCCC(N3CCN(c4ccc(F)cc4)CC3)C2)c1 (configuration not stated)
15) O=S(=O)(c1ccc(Br)cc1)N1CCCN(Cc2ccccc2F)CC1
16) COc1ccc(S(=O)(=O)N2CCOCC2)cc1NC(=O)CN1C(=O)NC2(CCC(C)CC2)C1=O (configuration not stated)
Assay by compound,9,10,11,12,13,14,15,16
TDP2 inh,6,2,2,-3,0,-9,-6,5
TCR-CD3 inh,5,-8,4,-2,-4,-2,-5,1
mABHD4 FP,1,6,2,-1,8,3,5,-3
PRMT1 inh,4,19,2,1,1,0,1,2
SIAE primary,6,1,0,-15,-6,8,0,3
Rev-erbA mod,-1,2,1,5,4,-8,4,-4
rCAG RNA binder,1,7,2,0,1,-3,-8,6
HTRA1 inh,-2,1,-2,-53,-15,1,-12,-1
LEDGF integ inh,-5,7,0,0,4,-2,0,1
PG9 binder,-1.0,-2.8,-0.4,2.1,3.0,-3.2,-1.4,0.1

17) Cc1ccc(NC2=NC3(CCCCC3)N=C(N)N2)c(C)c1
18) CC(C)CCN1CC(C(=O)NCc2ccccc2)CC1=O (configuration not stated)
19) Cc1ccccc1Nc1nc(N)nc(COC(=O)[C@@H](NC(=O)c2c(F)cccc2F)C(C)C)n1
20) O=C(COC(=O)Cn1cnc2ccccc21)Nc1cccc([N+](=O)[O-])c1
21) CCCCCCSc1nsc(NC(=O)CCC)n1
22) CCOc1ccc(CC(=O)N2CCN(c3ccc(N4CCOCC4)nn3)CC2)cc1OCC
23) CCCCNC(=O)Cn1c(=O)c2c(ncn2CC)n(Cc2ccccc2)c1=O
24) Cc1ncoc1C(=O)N1CCc2c([nH]c3ccccc23)C1c1ccccc1F (configuration not stated)
Assay by compound,17,18,19,20,21,22,23,24
TDP2 inh,0,9,-6,-4,8,-13,-26,3
TCR-CD3 inh,8,-3,-4,-4,5,-10,-5,-8
mABHD4 FP,-4,-1,-5,7,6,-3,-9,-2
PRMT1 inh,-4,0,0,2,-2,-9,0,3
SIAE primary,3,7,-6,4,-1,-1,-7,1
Rev-erbA mod,6,-5,3,-2,2,-1,3,-1
rCAG RNA binder,2,-3,-5,2,-3,2,-1,-1
HTRA1 inh,2,-3,1,0,-23,-1,3,-9
LEDGF integ inh,1,2,-5,-7,1,3,0,1
PG9 binder,0.4,1.3,-0.1,0.6,0.5,-1.5,1.3,-0.7

# Some of the entries above in a different format.
entry	molecule	TDP2 inh	TCR-CD3 inh	mABHD4 FP	PRMT1 inh	SIAE primary	Rev-erbA mod	rCAG RNA binder	HTRA1 inh	LEDGF integ inh	PG9 binder
13	COc1ccc(C(F)(F)F)cc1N/C=C\c1nnnn1-c1ccc(C)cc1	0	-4	8	1	-6	4	1	-15	4	3.0
8	COC(=O)c1ccc2nc(-c3ccc(F)cc3)c(Cc3ccsc3)n2c1	-7	2	-1	-1	-1	-5	11	nt	4	1.2

# Next section
25) Clc1ccccc1-c1csc(Nc2cccnc2)n1
26) Cc1ccc(CNC(=O)c2cc(S(=O)(=O)N3CCCCC3)ccc2N2CCOCC2)cc1
27) CC(C)Cc1ccc(C(C)C(=O)Nc2ccccc2O)cc1 (configuration not stated)
28) CCC(NC(=O)NCCCn1ccnc1)(C(F)(F)F)C(F)(F)F
29) C=CCOc1c(Br)cc(C2NC(=O)NC(C)=C2C(C)=O)cc1OCC (configuration not stated)
30) Nn1c(SCC(=O)NC2CCCCC2)nnc1-c1n[nH]c2c1CCC2
31) O=C(c1scc2c1CCCC2)N1CCOCC1
32) Fc1ccccc1Cn1nnc2c(NCCc3ccccn3)ncnc21
Assay by compound,25,26,27,28,29,30,31,32
TDP2 inh,-1,6,3,-1,12,-16,-7,-1
TCR-CD3 inh,-11,2,-9,8,1,nt,5,-1
mABHD4 FP,1,7,-21,6,-2,-7,6,-2
PRMT1 inh,2,-2,3,-2,0,7,2,-1
SIAE primary,6,4,-2,0,-4,-1,2,1
Rev-erbA mod,1,-7,0,3,-5,-3,-6,4
rCAG RNA binder,3,0,0,0,-1,4,4,-7
HTRA1 inh,0,7,-24,1,1,nt,1,0
LEDGF integ inh,-4,1,-3,3,-2,3,-2,2
PG9 binder,-1.5,-1.1,-0.8,0.6,1.6,nt,5.4,-0.3

# Gathered by group, the entries above with an aryl thioether with sulfur outside any ring
1) CCn1c(SCC(=O)N/N=C/c2c[nH]c3ccccc23)nnc1-c1ccc(Cl)cc1
21) CCCCCCSc1nsc(NC(=O)CCC)n1
30) Nn1c(SCC(=O)NC2CCCCC2)nnc1-c1n[nH]c2c1CCC2
Assay by compound,1,21,30
TDP2 inh,-5,8,-16
TCR-CD3 inh,8,5,nt
mABHD4 FP,3,6,-7
PRMT1 inh,-1,-2,7
SIAE primary,6,-1,-1
Rev-erbA mod,2,2,-3
rCAG RNA binder,13,-3,4
HTRA1 inh,2,-23,nt
LEDGF integ inh,-1,1,3
PG9 binder,-1.3,0.5,nt

# Other compounds.
33) Cc1ccc(C(=O)CNc2nc3c(c(=O)[nH]c(=O)n3C)n2Cc2ccccc2)cc1
34) Cc1nc(-c2nnc(SCC(=O)Nc3ccc(C(F)(F)F)cc3)n2C)cs1
35) COC(=O)c1ccc2nc(C3CCCCC3)c(Cc3ccc(OC)cc3C)n2c1
36) Cc1oc(-c2cc(F)ccc2F)nc1CN1CCC(C(=O)N2CCOCC2)CC1
37) O=C(NCc1ccco1)c1scc2c1OCCO2
38) Cn1c(O)c(N=NC(=O)CNC(=O)c2ccccc2)c2ccccc21
39) CCOC(=O)C1CCCN(CC(O)COCc2ccccc2OC)C1 (configuration not stated)
40) CCOC(=O)c1nnc(-c2ccc(C)cc2)nc1Sc1ccccc1Cl
Assay by compound,33,34,35,36,37,38,39,40
TDP2 inh,-3,3,0,-16,10,-5,1,-3
TCR-CD3 inh,5,-2,-9,11,0,8,-5,1
mABHD4 FP,15,3,-5,-2,0,4,0,4
PRMT1 inh,2,-1,2,1,0,2,-1,-1
SIAE primary,-3,2,-9,-6,2,-2,2,-4
Rev-erbA mod,3,-2,-8,-6,-7,1,6,-6
rCAG RNA binder,7,-2,11,-3,3,2,1,-2
HTRA1 inh,3,7,nt,-2,2,2,1,0
LEDGF integ inh,-5,-2,-1,-4,5,3,-3,-4
PG9 binder,0.5,0.1,-1.8,-1.9,0.3,-8.4,-0.2,0.8

41) COc1ccccc1C(=O)Nc1ncc2c(n1)CC(c1ccco1)CC2=O (configuration not stated)
42) COC(=O)c1cc2c(cc1N)OCCO2
43) S=c1[nH]nc(Cc2ccc(Cl)cc2)n1-c1ccc2c(c1)OCCO2
44) CC(C)(C)OC(=O)N1CCN(C(=O)OCC2c3ccccc3-c3ccccc32)CC1C(=O)O (configuration not stated)
45) Cc1[nH]nc(-c2ccc(O)cc2O)c1-c1ccc(Cl)cc1
46) COC(=O)Nc1ccc(S(=O)(=O)N2CCCC(C(=O)NC3CCS(=O)(=O)C3)C2)cc1 (configuration not stated)
47) C/C(=N/NC(=O)c1nnn(-c2nonc2N)c1COc1ccccc1)c1ccccc1
48) COc1ccc(CCNC(=O)CSc2nnc3ccc(-c4cccnc4)nn23)cc1
Assay by compound,41,42,43,44,45,46,47,48
TDP2 inh,-2,1,-7,-8,1,7,7,0
TCR-CD3 inh,6,-1,1,6,0,-1,6,5
mABHD4 FP,4,1,2,4,-7,4,1,-1
PRMT1 inh,3,6,4,-1,-2,0,-3,-2
SIAE primary,1,0,6,-3,1,3,5,4
Rev-erbA mod,-8,-6,-7,-6,5,5,-2,-4
rCAG RNA binder,-2,2,7,5,3,2,4,-4
HTRA1 inh,8,0,0,-9,0,1,1,-3
LEDGF integ inh,0,-1,-1,-1,3,-3,2,0
PG9 binder,-1.6,0.7,1.7,-0.9,-0.2,-1.4,-3.0,-1.2

49) O=C(O)c1ccc[nH]c1=S
50) CSc1nc2ccc(NC(=O)C3=NN(c4ccccc4)C(=O)CC3)cc2s1
51) O=C(/C=N/NC(=O)c1ccccc1Br)c1ccccc1
52) O=C(O)COCC(=O)NCc1nc(-c2ccc(C(F)(F)F)cc2)no1
53) CCN(CC)CCNC(=O)Cn1nc(Cc2ccccc2)c2ccccc2c1=O
Assay by compound,49,50,51,52,53
TDP2 inh,2,-9,4,-3,-9
TCR-CD3 inh,1,3,2,-8,-7
mABHD4 FP,4,-4,-2,1,-7
PRMT1 inh,-2,-3,0,-1,2
SIAE primary,0,-1,-6,4,5
Rev-erbA mod,-2,-3,-2,1,-1
rCAG RNA binder,-1,5,-1,-1,-3
HTRA1 inh,-2,-24,-3,nt,-5
LEDGF integ inh,0,8,-3,-2,3
PG9 binder,-0.5,-1.9,-0.2,0.1,3.7
